HCMV inh: qHTS Assay for inhibitors of the human cytomegalovirus (HCMV). 410,000 compounds, 4.5% hits. AID 1259415, 2018. activity change, negative = inhibition, % at 57.5 µM. HFF cells, HCMV-luciferase reporter, 72 h; stronger effect = lower value; in the data active = activity change below about -60%; inconclusive = no clear call, values can overlap the other calls; inactive = above about -39%
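HFF cells seeded 16 h at 37C, treated with compounds, infected with luciferase-reporter HCMV at MOI 1 PFU/cell; luciferase read at 72 h post infection, normalized to buffer-only and Salinomycin controls.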
AMA1 RON2 block: qHTS for Inhibitors of AMA1-RON; Towards Development of Antimalarial Drug Lead: Primary Screen. Plasmodium falciparum AMA1 (3D7) - RON2 peptide interaction. AlphaScreen AMA1-biotinylated RON2 peptide binding. Potency, µM (top dose mostly 58.2 µM), for the others: at the highest dose activity change, negative = inhibition, actives largely listed as inhibitors. 360,000 compounds, 0.2% hits. AID 720542, 2013;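 also: potency is read from the fitted curve at half-maximal effect; 0% = vehicle wells and -100% = peptide control; nearly all actives have a fitted effect of over 45% in size; some results filed as inactive show a strong effect at the top dose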
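AMA1 (3D7) with his tag at 25 nM final met compounds first, then biotinylated RON2 peptide at 25 nM; detection used donor plus acceptor beads, 10 µg/mL apiece, read by AlphaScreen after 30 min at room temperature.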
AmpC inh detg: qHTS Inhibitors of AmpC Beta-Lactamase (assay with detergent); AID 485294, 2010; P00811; 370,000 compounds, 0.041% hits; AmpC hydrolysis of nitrocefin, absorbance 480 nm, 0.01% Triton; Potency, µM (highest dose often 114 µM), for inactives: top-dose activity change, negative = inhibition, hits mostly inhibitors;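 also: potency is read from the fitted curve at half-maximal effect; 0% = no-compound wells and -100% = no-enzyme wells; nearly all actives have a fitted effect of over 25% in size; some results filed as inactive show a strong effect at the top dose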
Target sequence (P00811 whole entry, looked up): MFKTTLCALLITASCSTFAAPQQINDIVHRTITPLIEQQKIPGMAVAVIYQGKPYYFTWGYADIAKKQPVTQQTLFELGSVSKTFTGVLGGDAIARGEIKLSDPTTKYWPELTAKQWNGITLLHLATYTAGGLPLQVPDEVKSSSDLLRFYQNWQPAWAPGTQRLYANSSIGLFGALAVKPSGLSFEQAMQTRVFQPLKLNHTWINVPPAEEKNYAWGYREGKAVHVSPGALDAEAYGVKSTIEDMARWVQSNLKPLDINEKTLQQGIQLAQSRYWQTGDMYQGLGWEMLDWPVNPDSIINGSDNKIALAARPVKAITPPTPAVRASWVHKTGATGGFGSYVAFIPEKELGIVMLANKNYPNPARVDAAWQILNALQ
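AmpC (5.3 nM in the dispensed reagent) in 20 mM phosphate pH 7.0 with 0.01% (detergent screen) or 0.0001% Triton X-100 was preincubated with compounds for 15 min at room temperature. Nitrocefin was then added from an 800 uM solution, and hydrolysis was followed at 480 nm.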
Tb PYK inh: qHTS of Trypanosoma Brucei Inhibitors. AID 624173, 2012. Potency, µM (titrated, usually from 76.8 µM), without a hit: at the highest dose activity, negative = inhibition, usual class: inhibitors. pyruvate kinase (Trypanosoma brucei), Q57TT1. 410,000 compounds, 0.12% hits. TbPYK enzyme, Kinase-Glo Plus ATP luminescence, 45 min; also: potency is read from the fitted curve at half-maximal effect; nearly all actives have a fitted effect of over 50% in size
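Luminescent Kinase-Glo Plus end-point after 45 min room-temperature reaction of T. brucei pyruvate kinase started with 130 uM ADP (final). Buffer TEA 50 mM pH 7.2 with KCl, MgCl2, BSA, Tween-20; titration-based qHTS with fitted concentration-effect curves.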
LmPK inhibitor: qHTS Assay for Inhibitors of Leishmania Mexicana Pyruvate Kinase (LmPK); Q27686; purified LmPK, Kinase-Glo ATP luminescence, 1 h; Potency, µM (titrated, usually from 57.5 µM), for inactives: at the highest dose activity change, negative = inhibition, usual class: inhibitors; 290,000 compounds, 0.37% hits; AID 1721, 2009; also: potency is read from the fitted curve at half-maximal effect
Target sequence (Q27686 whole entry, looked up): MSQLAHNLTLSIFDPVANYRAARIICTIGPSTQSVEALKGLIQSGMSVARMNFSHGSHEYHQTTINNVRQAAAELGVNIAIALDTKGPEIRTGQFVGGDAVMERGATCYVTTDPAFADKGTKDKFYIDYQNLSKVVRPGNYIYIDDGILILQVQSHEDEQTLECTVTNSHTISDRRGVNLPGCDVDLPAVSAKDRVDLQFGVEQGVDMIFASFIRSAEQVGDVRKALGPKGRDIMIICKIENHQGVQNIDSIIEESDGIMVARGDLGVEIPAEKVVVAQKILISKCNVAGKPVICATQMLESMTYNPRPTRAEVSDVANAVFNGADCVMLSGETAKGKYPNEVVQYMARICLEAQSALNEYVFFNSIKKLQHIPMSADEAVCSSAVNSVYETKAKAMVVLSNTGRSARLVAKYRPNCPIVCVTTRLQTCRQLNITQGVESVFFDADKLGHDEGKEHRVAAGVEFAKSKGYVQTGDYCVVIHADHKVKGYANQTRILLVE
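Purified LmPK (0.1 nM) converted ADP (0.1 mM) to ATP with PEP (0.5 mM) in imidazole buffer pH 7.2 with KCl and MgCl2, 1 h at room temperature. ATP was read by Kinase-Glo luminescence; data normalized to uninhibited and no-enzyme controls.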
HCV inhibitor: qHTS Assay for Inhibitors of Hepatitis C Virus (HCV); 340,000 compounds, 3.4% hits; Potency, µM (top dose mostly 41.8 µM), for inactives: at the highest dose activity change, negative = inhibition, usual class: inhibitors; AID 651820, 2012; Huh7.5.1 HCVcc-Cre infection, luciferase reporter, 44 h; also: potency is read from the fitted curve at half-maximal effect
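A cell-based infection assay in which seeded cells (1,000 per well) receive test compound after 4 h, are inoculated with HCVcc-Cre at approximately 0.5 moi, and are incubated 44 h before luminescence detection.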
AmpC inh no detg: qHTS Inhibitors of AmpC Beta-Lactamase (assay without detergent); P00811; AmpC nitrocefin hydrolysis, absorbance 480 nm, 0.0001% Triton; Potency, µM (doses to about 57.1 µM), without a hit: top-dose activity change, negative = inhibition, usual class: inhibitors; 330,000 compounds, 0.52% hits; AID 485341, 2010;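 also: potency is read from the fitted curve at half-maximal effect; plate controls were no compound for no effect and no enzyme for full effect; nearly all actives have a fitted effect of over 20% in size; some results filed as inactive show a strong effect at the top dose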
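20 mM phosphate pH 7.0 + 0.01% (detergent screen) or 0.0001% Triton X-100; 5.3 nM AmpC reagent; cpd preinc 15 min RT; nitrocefin (800 uM stock) to start; A480 q20 s × 4 min; Activity was normalised to no-enzyme and no-compound control wells.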
* = called active by the depositor; u = inconclusive; x = not tested or not shown; & = joins results of further samples; [ ] = another dose, or the depositor's remark. Unless noted, calls follow the shape of the dose curve; as a rule, active = well fitted curve in the direction sought with a large enough effect; inconclusive = small, poorly fitted or top-dose-only effect, or another doubt; inactive = no such curve, though single readings can be large; an effect the other way counts as inactive or inconclusive. Unless noted, % is scaled to controls: 0 for no effect and ±100 for the full control effect.

SMILES | HCMV inh | AMA1 RON2 block | AmpC inh detg | Tb PYK inh | LmPK inhibitor | HCV inhibitor | AmpC inh no detg
O=C(c1cc(-c2ccncc2)nc2ccccc12)N1CCN(c2ncccn2)CC1 | 7 | -12% | x | 3% | x | u | 26%
CN(CC(=O)N1CCN(c2ccccn2)CC1)S(=O)(=O)c1ccc(Br)cc1 | -9 | -4% | 0% | -1% | 1% | 14% | 23%
COc1cc(CN(C(=O)COc2ccc(Cl)c(C)c2)c2ccccn2)cc(OC)c1OC | -20 | x | -7% | -5% | x | x | x
O=C(NCCCc1ccncc1)C1CCC(=O)N(CCc2cccc(F)c2)C1 (stereo unspecified) | u | -7% | -10% | 0% | -1% | -3% | 4%
CCN1CCSc2ccc(C(=O)NCc3ccc(F)cc3)cc21 | -24 | x | -3% | -13% | x | x | x
Cc1ccc(S(=O)(=O)NC2CCCC2)cc1C | -14 | -2% | -1% | 4% | 0% | 26% | -5%
COCCNC(=O)c1sc2ncn(CC(=O)Nc3ccc(C)c(Cl)c3)c(=O)c2c1C | -26 | 0% | -8% | -6% | 11% | u | 113%[activator]
CCOc1ccccc1NC(=O)COn1nnc2ccccc21 | 33 | 4% | -10% | -2% | 2% | 13µM* | -44%
Cc1ccc(N2C(=O)N(CC(=O)NCc3ccccc3Cl)C(=O)C2C)cc1 (stereo unspecified) | 1 | 13% | u | -1% | -3% | u | -11%
CC(C)(C)NC(=O)c1cc(-c2ccc3c(c2)OCO3)nc2ccccc12 | 20 | -7% | 0% | -3% | -4% | -5% | -22%
CCN(CC)CCOC(=O)c1ccc(NC(=O)c2cn(-c3ccccc3)nc2-c2cccs2)cc1 | 57 | u | u | 3% | 2% | 7.9µM* | -30%[11.4 µM]
Cc1nn(-c2ccc(N3CCCCC3)nn2)c(C)c1CCC(=O)NCc1ccccc1 | -35 | x | 27% | 0% | x | x | x
Cc1ccc2nc(SCC(=O)Nc3ccc(Cl)cc3)nc(=O)n2c1 | -31 | 3% | 0% | -5% | x | 6% | -12%
O=C(NCCN1CCOCC1)/C(=C\c1ccc(F)cc1)NC(=O)c1ccccc1 | -15 | 13% | -3% | -1% | 3% | 1% | -8%
Cc1ccc(C)n1/N=C1/NC(=O)CS1 | 68 | u | -12% | -3% | 0% | -9% | -11%

Gathered by group, those above with fluorine.
SMILES | HCMV inh | AMA1 RON2 block | AmpC inh detg | Tb PYK inh | LmPK inhibitor | HCV inhibitor | AmpC inh no detg
O=C(NCCCc1ccncc1)C1CCC(=O)N(CCc2cccc(F)c2)C1 (stereo unspecified) | u | -7% | -10% | 0% | -1% | -3% | 4%
CCN1CCSc2ccc(C(=O)NCc3ccc(F)cc3)cc21 | -24 | x | -3% | -13% | x | x | x
O=C(NCCN1CCOCC1)/C(=C\c1ccc(F)cc1)NC(=O)c1ccccc1 | -15 | 13% | -3% | -1% | 3% | 1% | -8%

New compounds follow
SMILES | HCMV inh | AMA1 RON2 block | AmpC inh detg | Tb PYK inh | LmPK inhibitor | HCV inhibitor | AmpC inh no detg
O=C(O)CSc1nc(SCc2ccccc2Cl)nc2c1CCCC2 | -12 | 0% | -15% | 3% | -7% | 11% | -19%
CCOC(=O)c1ccccc1NC(=O)COC(=O)CSC(C)C(=O)Nc1cc(C)on1 (stereo unspecified) | 63 | 20% | 3% | 8% | 1% | -8% | -19%
O=C(O)CCCCCN1C(=O)C2CCCCC2C1=O (stereo unspecified) | 13 | -22% | -6% | 0% | -6% | -4% | -23%
OCCOC1CCCc2oc(-c3ccccc3)c(C#CC3(O)CCCCC3)c21 (stereo unspecified) | -20 | -7% | x | 4% | x | x | x
C[C@@H]1CN([C@H](C)CO)C(=O)CCCn2nncc2CO[C@@H]1CN(C)C(=O)Nc1ccc2c(c1)OCO2 | -9 | 0% | x | 4% | x | x | x
CCC(C(=O)Nc1ccc(C(C)=O)cc1)n1c(C)c2cnn(-c3ccccc3)c(=O)c2c1C (stereo unspecified) | -3 | x | 18% | -9% | x | x | x
CCCC1(c2ccccc2)NC(=O)N(CC(=O)Nc2cc(C)on2)C1=O (stereo unspecified) | -25 | -6% | -11% | 0% | 3% | 5% | -18%[11.4 µM]
C#CCOc1ccc(/C=C2/C(=O)N(c3cccc(C(=O)O)c3)N=C2C)cc1OC | -10 | -12% | u | -18% | 6% | 0% | -21%
C=CCn1c(SCc2cc(=O)n3ccsc3n2)nc2scc(C3CC3)c2c1=O | 17 | -5% | u | 0% | 2% | u | 2%
O=c1[nH]c2ccc(Cl)cc2c(-c2ccccc2)c1N1CCOCC1 | 48 | 0% | u | -1% | 1% | 2% | -17%
COc1cccc(C(=O)NNc2nc(C)cc(C)n2)c1 | -21 | 9% | -1% | -16% | -1% | 13% | -21%
CCOC(=O)c1ccc(NC(=O)CCn2ccc(C)n2)cc1 | -5 | x | 1% | 0% | x | x | x
Cn1c(=O)c(=O)n(C)c2cc(N3CCOCC3)c(NS(=O)(=O)c3ccc(Br)cc3)cc21 | -16 | -4% | -14% | -12% | -4% | -6% | -19%
CCCCCOC(=O)c1ccc(Nc2nc(C(=O)OCC)nc3ccccc23)cc1 | 4 | x | -2% | 5% | x | x | x
Cc1ccc2cc(CN(C(=O)C3CCCO3)C3CCCCC3)c(=O)[nH]c2c1 (stereo unspecified) | 24 | 2% | u | -9% | -4% | 5% | -11%

(more compounds)
SMILES | HCMV inh | AMA1 RON2 block | AmpC inh detg | Tb PYK inh | LmPK inhibitor | HCV inhibitor | AmpC inh no detg
Cc1nn(CC(=O)N(C)C)c(=O)c2ccccc12 | 12 | -11% | u | 3% | -3% | 2% | -15%
C=CCNC(=O)COc1ccc(N(C)S(=O)(=O)c2ccc(NC(C)=O)cc2)cc1 | 36 | 3% | 6% | 4% | -4% | 8% | -7%
COC(=O)CSc1nc2sc3c(c2c(=O)n1-c1ccccc1)C(C)CCC3 (stereo unspecified) | 10 | x | -6% | 3% | x | x | x
COc1ccc(Cl)cc1C(=O)NNC(=O)C1COc2ccccc2O1 (stereo unspecified) | 4 | 63%[activator] | 9% | -15% | -3% | -19% | -33%
O=C(CCC(=O)N1CCN(S(=O)(=O)c2ccc(Cl)cc2)CC1)Nc1cccc(Br)c1 | u | 9% | u | 3% | 5% | 11% | 21%
Cc1ccc2c(CC(=O)O)coc2c1C | -20 | 8% | -8% | -14% | -6% | -6% | -14%
COc1ccc2c(c1)CC(C(=O)Nc1ccc(Br)c(C)c1)CO2 (stereo unspecified) | -16 | x | 13% | 0% | x | x | x
COc1ccc(C(=O)Nc2cc(C)nn2-c2nc3ccccc3[nH]2)c(OC)c1 | -64* | 101%[activator] | 4% | -1% | 15% | u | -17%
CC12C(=O)N(c3ccccc3)C(=O)C1C(c1ccccc1)N1CCCN12 (stereo unspecified) | 28 | -7% | -4% | -2% | 0% | 0% | 5%
CCNC(=O)N(C)C[C@H]1N[C@@](C)(C(=O)OC)[C@H]2C(=O)N(Cc3ccccc3)C(=O)[C@@H]12 | -9 | -2% | x | 5% | x | 18% | -16%
COc1cc(C2C3=C(CCCC3=O)Nc3[nH]n(-c4ccccc4)c(=O)c32)cc(OC)c1OC (stereo unspecified) | -24 | 15% | 2% | 5% | 10% | 11% | -3%
Cc1cccc(C)c1Cn1c(C)c(C(=O)NCc2cccc(Cl)c2)sc1=O | -9 | 10% | x | 4% | x | x | x
CCOC(=O)c1ccc(NC(=O)CSc2nc3c(cc2C#N)N2CCC3CC2)cc1 | 6 | x | 0% | -3% | x | x | x
CCCS(=O)(=O)NC(=O)C1(C)CCN(C(=O)COCc2ccccc2)C1 (stereo unspecified) | 21 | -5% | x | -3% | x | x | x
CCNc1ccc(C(=O)OCC)cc1NC(=O)c1cccc(S(=O)(=O)N(C)c2ccccc2)c1 | -24 | 2% | -12% | -6% | -2% | 8.9µM* | -21%

(cont.)
SMILES | HCMV inh | AMA1 RON2 block | AmpC inh detg | Tb PYK inh | LmPK inhibitor | HCV inhibitor | AmpC inh no detg
COC(=O)c1ccc(S(=O)(=O)N2CCCCCC2)n1C | 11 | -7% | -8% | 1% | -3% | 0% | 3%
CCOC(=O)C1=CCN(S(=O)(=O)c2ccccc2[N+](=O)[O-])C1c1ccc(C)cc1 (stereo unspecified) | -29 | -18% | x | -1% | x | x | x
CC(C)(C)OC(=O)NCCCCCc1nnc(SCC(=O)Nc2cccc(Cl)c2)o1 | 4 | 2% | -2% | -8% | 5% | -1% | 59%
Cc1ccc(SCc2cc(=O)[nH]c(/N=C(\N)Nc3cccc4ccccc34)n2)cc1 | u | 0% | u | 5% | 5% | 14% | -10%
COc1ccc(N=C2SC(C(=O)N3CCN(c4ccccc4)CC3)CC(=O)N2C)cc1 (stereo unspecified) | 0 | -13% | 0% | -3% | 4% | 3% | 110%[activator]
CC(=O)Cn1cnc2c(cnn2-c2ccc(F)cc2)c1=O | 30 | 2% | x | -2% | x | x | x
CCc1nc2ccc(C(=O)Nc3cccc(OCC(=O)N(C)C)c3)cn2c1N(C)Cc1ccc(OC)cc1 | 11 | -1% | x | 1% | x | x | x
Brc1ccc(C2=Nc3cccc4cccc(c34)N2)o1 | 22 | -3% | -11% | -2% | -4% | 4% | -10%
Cc1ccc(NC(=O)Cn2ncn3c(cc4ccccc43)c2=O)c(C)c1 | 36&59 | 18% | u | -13%&6% | 0% | -5% | 11%
Cc1cc(C[n+]2ncsc2N)c2ncccc2c1 | -21 | 36%[activator] | 8% | -1% | 5% | -19% | -21%
CCOc1ccc(-c2c(=O)n(O)c3ccccc3[n+]2[O-])cc1 | 36 | 35%[activator] | -3% | u | -4% | 7% | -28%
N#Cc1ccccc1OCC(=O)OCCCOC(=O)COc1ccccc1C#N | 17 | -14% | -7% | 1% | -10% | 5% | 41%
COc1ccc(OC)c(Nc2nc(N)c([N+](=O)[O-])c(NC3CCCCC3)n2)c1 | -17 | -9% | -1% | -3% | 2% | 13% | -26%
CCOC(=O)c1cc2c(=O)n3ccccc3nc2n(CCCOC)c1=NC(=O)C(C)(C)Oc1ccc(Cl)cc1 | 7 | x | 7% | 1% | x | x | x

Screens: PubChem BioAssay, National Center for Advancing Translational Sciences (NCATS)

Outcome played no part in choosing rows (roughly 7.5% active in at least one column).
